Assay outcomes as filed in PubChem BioAssay.
NALP1 inh: blocks the NALP1 inflammasome reconstituted in yeast; inhibition, % at 10 µM; 280,000 tested, 0.61% active; S. cerevisiae NALP1/ASC/caspase-1 growth, X-gal OD620, 72 h; AID 2071; in the data active = inhibition mostly above about 24%, no sharp cut-off; inactive = mostly below about 32%; also: some compounds called inactive have numbers as strong as hits
PHOSPHO1 inh: PHOSPHO1 (human) inhibition; AID 1565; recombinant PHOSPHO1, absorbance phosphatase assay; 290,000 tested, 1.1% active; inhibition, % at 13.3 µM; Q8TCT1; in the data active = inhibition above about 60%
GPR7 antagonist: antagonists of human GPR7 (neuropeptides B/W receptor 1) | GPR7-expressing cells, fluorescence antagonist assay | 290,000 tested, 1.1% active | P48145 | inhibition, % at 4.4 µM; in the data active = inhibition above about 16%, passing the limit was not always enough;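 also: cells stimulated with the agonist NPW; 0% = agonist with vehicle and 100% = vehicle without agonist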
IDE act: activators of human insulin-degrading enzyme in cells; P14735; HEK cells, FAbeta-B cleavage, fluorescence polarization; 0% vehicle, 100% cell-free pure enzyme wells; activation, % at 5.96 µM; 340,000 tested, 0.073% active;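 active = activation above the mean of all tested compounds plus 3 SD, set per screening campaign, cut at about 17% in these data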
IDE cell inh: inhibits human insulin-degrading enzyme in HEK cells; inhibition, % at 5.59 µM; 320,000 tested, 0.41% active; FAbetaB cleavage, fluorescence polarization; P14735;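 active = percent inhibition above the average of all tested compounds plus 3 SD, set per screening campaign, cut at about 16% in these data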;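 also: IDE supplied by intact live HEK cells; FP after avidin binding of uncleaved biotin substrate so inhibition keeps polarization high; 0% = DMSO wells and 100% = 60 µM reference IDE inhibitor Ii1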
IMP-1 inhibitor: blocks Pseudomonas aeruginosa IMP-1 metallo-beta-lactamase; purified IMP-1, nitrocefin hydrolysis, epi-absorbance fluorescence; inhibition, % at 5.6 µM; 290,000 tested, 0.45% active; AID 1556;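 active = inhibition above the mean plus 3 SD of all compounds in the same screening run, cut at about 4.5% in these data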;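 also: 0% = IMP-1 with DMSO and 100% = DMSO wells lacking enzyme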
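Test system: recombinant IMP-1 enzyme, purified / Medium: HEPES buffer pH 7.1 with ZnSO4 and Brij 35 / Doses: single dose, 5.6 µM / Times: 25 °C, 15 min preincubation, 25 min reaction / Detection: Epi-absorbance via hydrolysed-nitrocefin quenching of white-plate fluorescence, 480/530 nm, EDTA stop / Evaluation: percent inhibition from optical density relative to buffer-blank wells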
VIM-2 inh: inhibitors of Pseudomonas aeruginosa VIM-2 metallo-beta-lactamase; inhibition, % at 5.6 µM; purified VIM-2, nitrocefin hydrolysis, epi-absorbance fluorescence; 290,000 tested, 0.89% active; AID 1527;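 active = inhibition above the mean of all tested compounds plus 3 SD, cutoff set per screening run, cut at about 7.5% in these data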;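 also: red hydrolysis product quenches plate fluorescence so inhibitors raise well fluorescence; 0% = enzyme with DMSO and 100% = DMSO without enzyme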
p-CIP stab down: p/CIP protein destabilization; decrease of EGFP signal, % at 10 µM; 290,000 tested, 0.01% active; F442A p/CIP-EGFP cells, EGFP fluorescence, 16 h;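 active = EGFP signal decrease of at least 30% at 10 µM or well 3 SD below plate mean, unless failing retest; inactive = the rest, including hits failing retest or dose response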; also: some compounds called inactive have numbers as strong as hits; many of its hits are not listed in these tables
Target sequence (Q05BA5 1-1403): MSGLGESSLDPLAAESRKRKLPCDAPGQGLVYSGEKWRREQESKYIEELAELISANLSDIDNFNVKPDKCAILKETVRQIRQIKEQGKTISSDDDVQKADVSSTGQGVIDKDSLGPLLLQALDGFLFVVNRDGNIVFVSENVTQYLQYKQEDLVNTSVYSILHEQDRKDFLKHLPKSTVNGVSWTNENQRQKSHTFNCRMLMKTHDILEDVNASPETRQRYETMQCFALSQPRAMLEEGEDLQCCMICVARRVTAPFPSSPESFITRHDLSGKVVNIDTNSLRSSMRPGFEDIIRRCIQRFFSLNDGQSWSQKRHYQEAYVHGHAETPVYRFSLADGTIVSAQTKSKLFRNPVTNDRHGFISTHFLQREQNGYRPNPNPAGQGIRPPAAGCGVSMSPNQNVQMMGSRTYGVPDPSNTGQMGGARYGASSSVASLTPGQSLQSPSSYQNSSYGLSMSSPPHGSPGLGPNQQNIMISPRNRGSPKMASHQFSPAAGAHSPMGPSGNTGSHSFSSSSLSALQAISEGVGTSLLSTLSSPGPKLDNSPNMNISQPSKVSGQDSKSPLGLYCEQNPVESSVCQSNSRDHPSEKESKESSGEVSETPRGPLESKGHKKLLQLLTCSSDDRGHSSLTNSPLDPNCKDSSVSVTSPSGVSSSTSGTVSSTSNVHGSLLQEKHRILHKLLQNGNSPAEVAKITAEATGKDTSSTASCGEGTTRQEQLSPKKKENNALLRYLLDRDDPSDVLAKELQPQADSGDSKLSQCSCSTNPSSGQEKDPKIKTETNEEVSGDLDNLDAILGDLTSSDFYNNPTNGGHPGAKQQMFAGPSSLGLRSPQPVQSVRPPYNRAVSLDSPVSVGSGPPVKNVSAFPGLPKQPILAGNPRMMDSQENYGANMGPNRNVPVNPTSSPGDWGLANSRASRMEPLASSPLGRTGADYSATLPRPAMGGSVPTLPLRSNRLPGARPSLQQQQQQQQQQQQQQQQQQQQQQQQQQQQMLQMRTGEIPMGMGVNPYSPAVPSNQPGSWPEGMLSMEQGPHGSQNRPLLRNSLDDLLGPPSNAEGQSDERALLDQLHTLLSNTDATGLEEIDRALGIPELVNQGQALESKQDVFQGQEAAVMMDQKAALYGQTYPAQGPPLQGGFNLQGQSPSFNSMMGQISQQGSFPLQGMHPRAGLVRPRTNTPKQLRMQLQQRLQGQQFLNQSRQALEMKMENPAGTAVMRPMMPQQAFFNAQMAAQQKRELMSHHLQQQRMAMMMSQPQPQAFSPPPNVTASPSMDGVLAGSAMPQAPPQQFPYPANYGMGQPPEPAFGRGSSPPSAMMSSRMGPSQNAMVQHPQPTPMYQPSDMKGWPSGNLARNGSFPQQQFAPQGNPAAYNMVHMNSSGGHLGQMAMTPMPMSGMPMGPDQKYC
M18AAP inhibitor: blocks P. falciparum M18 aspartyl aminopeptidase. recombinant PfM18AAP, H-Glu-NHMec fluorogenic cleavage. inhibition, % at 7.35 µM. 290,000 tested, 1.2% active. AID 1822;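 active = inhibition above the campaign mean inhibition over all tested compounds plus 3 SD, cut at about 28% in these data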;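 also: 0% = plate median of test compound wells and 100% = 2 mM ZnCl2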
* = called active by the depositor; . = no result given. Not a hit list, and some 5.3% of all compounds hit somewhere here.

SMILES	NALP1 inh	PHOSPHO1 inh	GPR7 antagonist	IDE act	IDE cell inh	IMP-1 inhibitor	VIM-2 inh	p-CIP stab down	M18AAP inhibitor
CCN(CC(O)Cn1c2ccccc2c2ccccc21)S(=O)(=O)c1ccc(F)cc1 (centres undefined)	1	12	-1	3	5	-1.5	-2.6	-13	1
CCn1c(SCc2ccc(Cl)cc2Cl)nc2nc3c(cc2c1=O)CCCC3	0	38	-7	0	2	-0.1	0.9	-2	-2
Nn1c(COc2cccc(Br)c2)nnc1SCC(=O)N1CCc2ccccc2C1	-11	82*	-19	0	5	-4.5	-2.7	3	2
O=[N+]([O-])c1nn(-c2ccc(Cl)cc2)n(O)c1=NCc1ccccc1Cl	-1	28	8	-1	0	-0.2	-1.7	4	-1
Cc1cccc(OCC(=O)Nc2ccc3c(c2)nc(CCN2CCN(C)CC2)n3C)c1	23	-25	12	3	2	-5.1	-1.2	8	4
O=C(CSc1nnc(NC(=O)C2CC(=O)N(c3ccccc3)C2)s1)NCc1ccco1 (centres undefined)	2	38	-1	5	3	-0.8	-1.9	4	16
CCC(C)C(NS(=O)(=O)c1ccc(C)cc1)C(=O)N1CCOCCOCCOCC1 (centres undefined)	4	19	-7	1	-1	-4.2	-2.6	2	-10
CCOC(=O)N1CCN(C(=O)c2ccc(-n3c(=S)[nH]c4ccccc4c3=O)cc2)CC1	15	2	-12	0	-3	-2.3	-2.6	-10	-8
Cc1ccc(C(=O)O)cc1NC(=S)NC(=O)C(c1ccccc1)c1ccccc1	-3	45	5	5	-1	0.6	-4.6	-12	2
Cc1nn(Cc2ccccc2)c2c1C(c1ccccc1)C(C#N)=C(N)O2 (centres undefined)	0	-9	15	6	-2	-0.8	3.3	-7	-6
Cc1ccc(-c2nc3ccccn3c2NCc2ccc3c(c2)OCO3)cc1	6	0	12	-1	-1	-0.9	1.0	-2	1
COC(=O)c1cccc(C23CC4(C2)[C@H](CN(Cc2ccc(C(F)(F)F)cc2)[C@@H]4c2ccccc2)C3c2ccc(Cl)nc2)c1 (some centres undefined)	8	35	.	4	0	.	.	0	.
COc1cc(-c2cc(C(=O)O)c3c(OC)c(OC)c(OC)cc3n2)ccc1O	1	43	-5	4	1	-2.4	-1.7	-9	15
Cn1cnnc1SCCn1c(N2CCCCC2)nc2c1c(=O)[nH]c(=O)n2C	4	-21	-11	0	3	-1.6	-1.5	-4	-4
O=C(N/N=C/c1c(F)cccc1Cl)c1cc(C2CC2)[nH]n1	10	0	1	2	0	-2.9	-7.6	7	4
O=C(CCNS(=O)(=O)c1cccs1)N1CCc2ccccc2C1	-8	34	-2	5	6	2.0	-1.4	-13	5
O=C(Nc1ccc(S(=O)(=O)Nc2ncccn2)cc1)c1cccnc1	28	7	-4	5	5	-3.2	-5.4	-11	3
N#C/C(C(=O)NCCc1ccccc1)=C1/N=C(NC(=O)c2cccs2)c2ccccc21	22	0	6	2	4	-3.4	-1.9	-13	-7
O=C(NC(Cc1ccccc1)C(=O)O)/C(=C/c1ccco1)NC(=O)c1cccc(Br)c1 (centres undefined)	17	-12	-9	6	7	-3.4	-4.6	3	8
O=C(O)/C=C/C(=O)NCCc1ccccc1	4	-10	17	-1	5	-1.2	-3.1	0	2
O=C(NC1CCCCC1)C1CC(=O)N(c2ccccc2)C1 (centres undefined)	3	10	-2	2	4	-1.9	-1.0	2	0
COc1cccc(/C=N/NC(=O)CCCC(=O)NC2CCCCC2)c1	22	-4	-6	2	-1	-3.7	-6.4	5	2
N#CC1=C(N)C(C#N)(C#N)C(c2cccnc2)C2CCCC=C12 (centres undefined)	2	10	-4	.	3	-2.9	0.3	-11	21
c1ccc(OCc2nn3c(C4CCCCC4)nnc3s2)cc1	19	51	-8	7	-1	-2.5	-1.3	-1	2
Nc1ncc(Br)cc1S(=O)(=O)NCCC(=O)NC1CCCCC1	8	13	10	-6	0	-2.6	-3.7	-5	0

Already shown: entries from further up.
SMILES	NALP1 inh	PHOSPHO1 inh	GPR7 antagonist	IDE act	IDE cell inh	IMP-1 inhibitor	VIM-2 inh	p-CIP stab down	M18AAP inhibitor
CCN(CC(O)Cn1c2ccccc2c2ccccc21)S(=O)(=O)c1ccc(F)cc1 (centres undefined)	1	12	-1	3	5	-1.5	-2.6	-13	1
CCn1c(SCc2ccc(Cl)cc2Cl)nc2nc3c(cc2c1=O)CCCC3	0	38	-7	0	2	-0.1	0.9	-2	-2
Nn1c(COc2cccc(Br)c2)nnc1SCC(=O)N1CCc2ccccc2C1	-11	82*	-19	0	5	-4.5	-2.7	3	2
O=[N+]([O-])c1nn(-c2ccc(Cl)cc2)n(O)c1=NCc1ccccc1Cl	-1	28	8	-1	0	-0.2	-1.7	4	-1
Cc1cccc(OCC(=O)Nc2ccc3c(c2)nc(CCN2CCN(C)CC2)n3C)c1	23	-25	12	3	2	-5.1	-1.2	8	4
O=C(CSc1nnc(NC(=O)C2CC(=O)N(c3ccccc3)C2)s1)NCc1ccco1 (centres undefined)	2	38	-1	5	3	-0.8	-1.9	4	16
CCC(C)C(NS(=O)(=O)c1ccc(C)cc1)C(=O)N1CCOCCOCCOCC1 (centres undefined)	4	19	-7	1	-1	-4.2	-2.6	2	-10
CCOC(=O)N1CCN(C(=O)c2ccc(-n3c(=S)[nH]c4ccccc4c3=O)cc2)CC1	15	2	-12	0	-3	-2.3	-2.6	-10	-8
Cc1ccc(C(=O)O)cc1NC(=S)NC(=O)C(c1ccccc1)c1ccccc1	-3	45	5	5	-1	0.6	-4.6	-12	2
Cc1nn(Cc2ccccc2)c2c1C(c1ccccc1)C(C#N)=C(N)O2 (centres undefined)	0	-9	15	6	-2	-0.8	3.3	-7	-6
Cc1ccc(-c2nc3ccccn3c2NCc2ccc3c(c2)OCO3)cc1	6	0	12	-1	-1	-0.9	1.0	-2	1
COC(=O)c1cccc(C23CC4(C2)[C@H](CN(Cc2ccc(C(F)(F)F)cc2)[C@@H]4c2ccccc2)C3c2ccc(Cl)nc2)c1 (some centres undefined)	8	35	.	4	0	.	.	0	.
COc1cc(-c2cc(C(=O)O)c3c(OC)c(OC)c(OC)cc3n2)ccc1O	1	43	-5	4	1	-2.4	-1.7	-9	15

(further entries)
SMILES	NALP1 inh	PHOSPHO1 inh	GPR7 antagonist	IDE act	IDE cell inh	IMP-1 inhibitor	VIM-2 inh	p-CIP stab down	M18AAP inhibitor
CC(CCc1ccccc1)NC(=O)c1ccco1 (centres undefined)	3	-23	-9	3	3	-1.6	-1.4	0	-1
O=C(c1cnn(-c2cccc(F)c2)c1)c1ccccc1O	18	20	-9	4	1	-2.1	0.7	-1	0
Cc1cccc(C)c1NC(=O)Cn1nnc(C(=O)Nc2ccc(F)cc2F)c1N	2	32	1	4	4	-2.7	-0.8	-6	9
CN1C(=O)c2ccccc2C(C(=O)O)C1c1cccc([N+](=O)[O-])c1 (centres undefined)	6	-22	-8	2	-2	-1.9	-1.6	-5	4
CCOC(=O)c1nn(-c2ccccc2)c(C)c1C(C)=O	-26	-7	-5	-2	-2	-3.1	-0.3	-18	-6
O=C(N/N=C/C=C/c1ccc([N+](=O)[O-])cc1)C1COc2ccccc2O1 (centres undefined)	21	13	0	5	6	-3.0	-4.5	-4	2
O=C1/C(=C/c2cccc(F)c2)SC(=S)N1NS(=O)(=O)c1ccccc1	-5	.	-4	0	-1	-0.2	-3.1	11	3
COc1ccc(CC(=O)NNC(=O)COc2ccc(Br)cc2C)cc1OC	14	-13	-1	-1	2	-2.6	-2.9	-9	-2
Cc1ccc(S(=O)(=O)N2CCCC(C(=O)NCc3ccco3)C2)cc1Cl (centres undefined)	-53	2	-9	0	1	2.8	-0.6	-1	0
COc1ccc(Cl)cc1NC(=O)c1nc2nc(C)cc(C(F)F)n2n1	7	-9	-13	4	1	0.8	-4.3	-2	5
CCOc1ccccc1NC(=O)N1CCC(c2nc3ccc(C)cc3[nH]2)CC1	1	3	-8	-1	5	-1.9	0.3	16	3
CCCN1CCN(C(c2cc3cc(OCC)ccc3[nH]c2=O)c2nnnn2C2CCCCC2)CC1 (centres undefined)	12	18	6	5	2	-1.6	-2.2	-21	-3
CC(C)(C)NC(=O)NC(=O)COC(=O)CCC1CCCCC1	20	-2	-3	-5	1	-2.3	-1.0	1	2
COc1ccc(C2C(C#N)=C(N)Oc3cc(O)ccc32)cc1C (centres undefined)	6	45	-2	-7	4	-0.5	3.5	-5	18
CCC(=Nc1ccccc1O)C1=C(O)CC(c2ccccc2)CC1=O (centres undefined)	32	8	-4	-5	2	-1.6	-1.2	-12	5
O=C(N/N=C/c1ccc([N+](=O)[O-])cc1)c1[nH]ncc1Br	12	20	-2	3	1	-2.9	-1.6	0	5
COC(=O)c1cc(NC(=O)c2cccc(C(F)(F)F)c2)c(=O)oc1C/C=N/OCc1cccc(Cl)c1Cl	-14	5	-1	-4	6	-2.1	-3.5	-22	0
COc1ccc(/C=C/c2ccncc2)cc1	34	3	8	1	0	-1.6	-0.8	-9	-2
CSc1nsc(SCC(=O)Nc2cccc(C(=O)O)c2)n1	6	-24	-4	-2	1	-1.7	-0.4	8	-2
Cc1ccc(S(=O)(=O)Nc2cc(C(=O)Nc3cc(C)cc(C)c3)ccc2Cl)cc1	.	-6	-5	3	-1	-0.1	-4.0	-1	1
CC(NC(=O)CSc1nnc(COc2ccccc2)o1)c1ccccc1 (centres undefined)	5	4	-8	3	-4	-0.8	-0.2	-5	-20
O=Cc1ccccc1OCc1ccc2c(c1)OCO2	24	39	34	2	-2	0.6	-0.3	4	-13
COC(=O)c1cnc(Oc2ccc(NC(=O)NC(=O)c3ccccc3Cl)cc2)cc1C(F)(F)F	7	34	-11	1	13	-0.7	-1.5	11	-1
CSc1ccc(S(=O)(=O)Nc2ccc3c(c2)NC(=O)CC3)cc1	2	24	2	5	4	-3.0	0.0	-3	0
NNC(=O)C(Cc1cnc[nH]1)NC(=O)OCc1ccccc1 (centres undefined)	11	15	-12	2	4	-1.8	-1.2	2	0

Further records
SMILES	NALP1 inh	PHOSPHO1 inh	GPR7 antagonist	IDE act	IDE cell inh	IMP-1 inhibitor	VIM-2 inh	p-CIP stab down	M18AAP inhibitor
COC(=O)c1cccc(NC(=O)CSc2nc(=O)cc(N)n2-c2ccccc2)c1	16	17	-2	4	0	-1.6	-1.8	-16	5
O=C1CCSc2ccc(Cl)cc2N1Cc1ccc(Cl)cc1	-2	21	-9	6	-3	-1.9	-1.6	8	4
CCCCNC(=O)C1CCC(CNS(=O)(=O)c2ccc(NC(C)=O)cc2)CC1 (centres undefined)	27	-3	4	-2	3	-2.3	-3.0	2	-9
O=C(Cn1ncc2c1-c1ccccc1OC2)N1CCN(Cc2ccc3c(c2)OCO3)CC1	9	-1	-17	6	0	-4.2	-2.5	-5	3
COc1ccc(CCN2C(=O)C(C)=C(C)C2=O)cc1OC	-7	34	-12	4	0	-3.7	0.3	-4	0
CCOc1ccc(N(C)S(=O)(=O)c2csc(C(N)=O)c2)cc1	11	35	-9	2	-3	-1.5	-1.8	-18	0
COc1cccc(OCc2cc(C(=O)N(C)Cc3nc(C)cs3)no2)c1	10	23	-2	5	0	-2.6	-1.7	-13	-12
COCCNC(=O)c1c(N)n(-c2cccc(C)c2)c2nc3ccccc3nc12	26	19	7	9	0	-0.1	1.4	9	-2
